Bioassay records (PubChem BioAssay)
HTRA1 inhibitor: inhibitors of human serine peptidase HTRA1; recombinant HTRA1, FP-rhodamine activity-based probe, fluorescence polarization; inhibition, % at 5.96 µM; 340,000 compounds, 0.5% hits; AID 504803; in the data active = inhibition above about 36%;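 note: 0% = enzyme with DMSO and 100% = wells lacking enzyme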
MBD2 DNA inh: inhibitors of human MBD2 binding to methylated oligonucleotide | TR-FRET | inhibition, % at 4.4 µM | 370,000 compounds, 0.31% hits | AID 686964; in the data active = inhibition above about 13%
PRMT1 FP inh: PRMT1 (human) inhibition, primary screen; inhibition, % at 2.79 µM; AID 652257; 370,000 compounds, 1.3% hits; recombinant PRMT1, activity-based probe fluorescence polarization;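 active = inhibition above about 21% made by adding two undisclosed values, limit read from the data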
UHRF1 binding: blocks human UHRF1 binding to methylated DNA | 370,000 compounds, 0.75% hits | UHRF1 binding to methylated oligo, TR-FRET | AID 687016 | Q96T88 | inhibition, % at 4.4 µM; in the data active = inhibition above about 21%;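 note: UHRF1 SRA domain binding a hemimethylated CpG hairpin DNA probe; 0% = median of test compound wells and 100% = reference inhibitor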
ABHD4 inh: inhibits mouse alpha/beta hydrolase domain 4; Q8VD66; purified mABHD4, FP-Rh probe fluorescence polarization; inhibition, % at 8.92 µM; 370,000 compounds, 0.54% hits;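 active = inhibition exceeding the mean over every tested compound plus 3 SD, cut at about 30% in these data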;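 note: 0% = plate median of compound wells and 100% = S159A mutant with DMSO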
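assay system = mABHD4 protein | compound dosing = single nominal dose of 8.92 µM, 0.89% DMSO final | read-out basis = percent inhibition of probe binding, normalized to plate controls | schedule = Enzyme–compound pre-incubation 45 min, then probe 60 min, both 25 °C | detection = fluorescence polarization, excitation 525 nm, emission 598 nm, BODIPY TMR filters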
NPR2 activator: GC-B (human) receptor activation; HEK293-GC-B cells, CNP EC30, cGMP TR-FRET; 0% at EC30 CNP, 100% saturating CNP; activation, % at 10 µM; 370,000 compounds, 0.11% hits; AID 1920062;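 active = activation at 10 µM reaching about 35% in either raw or pattern-adjusted values, limit read from the data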
Target sequence (P20594 whole entry, looked up): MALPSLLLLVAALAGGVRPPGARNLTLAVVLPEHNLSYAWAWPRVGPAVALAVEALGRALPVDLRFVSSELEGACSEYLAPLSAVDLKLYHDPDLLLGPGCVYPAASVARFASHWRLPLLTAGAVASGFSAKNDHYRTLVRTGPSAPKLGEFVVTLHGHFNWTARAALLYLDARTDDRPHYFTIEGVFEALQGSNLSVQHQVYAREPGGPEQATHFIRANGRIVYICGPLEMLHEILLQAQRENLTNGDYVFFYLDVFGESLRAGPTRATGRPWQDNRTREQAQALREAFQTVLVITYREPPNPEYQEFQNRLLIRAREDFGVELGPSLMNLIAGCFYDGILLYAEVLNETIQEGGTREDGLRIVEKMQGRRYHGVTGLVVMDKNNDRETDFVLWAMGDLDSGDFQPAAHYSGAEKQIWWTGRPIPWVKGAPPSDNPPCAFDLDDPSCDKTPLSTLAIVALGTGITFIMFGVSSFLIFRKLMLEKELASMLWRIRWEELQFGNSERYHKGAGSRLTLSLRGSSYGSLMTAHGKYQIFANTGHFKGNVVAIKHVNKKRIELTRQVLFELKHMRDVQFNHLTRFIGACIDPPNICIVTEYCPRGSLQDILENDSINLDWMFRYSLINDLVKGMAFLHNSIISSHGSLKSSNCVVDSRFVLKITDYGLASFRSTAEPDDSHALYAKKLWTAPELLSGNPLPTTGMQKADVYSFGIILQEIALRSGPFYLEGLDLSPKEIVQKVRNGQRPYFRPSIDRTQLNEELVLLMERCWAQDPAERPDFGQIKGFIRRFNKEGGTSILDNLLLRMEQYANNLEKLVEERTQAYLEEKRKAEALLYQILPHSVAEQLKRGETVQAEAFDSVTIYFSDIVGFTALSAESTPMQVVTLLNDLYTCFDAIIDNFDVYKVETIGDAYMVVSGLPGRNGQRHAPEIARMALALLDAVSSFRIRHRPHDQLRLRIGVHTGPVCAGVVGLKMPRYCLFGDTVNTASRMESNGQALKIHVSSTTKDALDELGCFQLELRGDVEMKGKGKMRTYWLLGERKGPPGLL
TCR CD3 inh: inhibitors of human TCR-CD3 interaction; TAMRA-labeled TCR probe fluorescence, biochemical; inhibition, % at 9.4 µM; 360,000 compounds, 0.37% hits; in the data active = inhibition above about 19%;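 note: recombinant mutant TCR 2C K166C tagged with TAMRA read by polarization; 0% = receptor in buffer alone and 100% = receptor with positive control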
rCAG binder: molecules binding r(CAG) RNA repeats; r(CAG) RNA repeat, TO-PRO-1 dye displacement fluorescence; inhibition, % at 3 µM; 370,000 compounds, 1.3% hits; AID 651821;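 active = inhibition above the plate cutoff, the mean of all test compounds on that plate plus 3 SD, cut at about 35% in these data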;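 note: 0% = DMSO alone and 100% = 100 µM mitoxantrone as full dye displacement; higher means more dye released from RNA so lower well fluorescence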
SIAE primary: blocks human sialic acid acetylesterase; SIAE FP-Rh probe binding, fluorescence polarization; inhibition, % at 9.66 µM; Q9HAT2; 370,000 compounds, 0.69% hits;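 active = inhibition above a cutoff: mean of compounds within the control limits plus 3 SD of those, cut at about 17% in these data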;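 note: 0% = plate median of compound wells and 100% = probe without SIAE protein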
NPR1 activator: GC-A (human) enzyme activation; P16066; HEK293 GC-A cells, cGMP TR-FRET, EC30 ANP; 0% at EC30 ANP, 100% saturating ANP; activation, % at 10 µM; 370,000 compounds, 0.14% hits; AID 1671463; in the data active = activation above about 40%
Active calls of the source: *; . = no result given. This is a subset. The share of hits here may be higher or lower than overall.

The opening four entries (preview)
item	mol	ABHD4 inh	NPR2 activator	rCAG binder	MBD2 DNA inh	HTRA1 inhibitor	TCR CD3 inh	UHRF1 binding	NPR1 activator	SIAE primary	PRMT1 FP inh
1	Cc1ccc(C(=O)N2CCN(c3ccccn3)CC2)cc1C	-1	0	-2	-4	3	10	0	-2	-2	3
2	COc1cc(C(=O)N2CCN(C(=O)Cc3ccccc3)CC2)cc(OC)c1OC	1	2	-7	-1	2	10	1	2	-8	0
3	COc1ccc(NS(=O)(=O)c2cc(N=Nc3c(O)[nH]c(=O)[nH]c3=O)ccc2OC)cc1Br	18	-1	23	-7	4	7	-2	-1	-4	-2
4	CCOC(=O)c1cc(C)sc1NC(=O)CSc1nnnn1C	-5	-2	-1	-1	-3	-6	5	0	-2	-1

This part in full, previewed entries included:
item	mol	ABHD4 inh	NPR2 activator	rCAG binder	MBD2 DNA inh	HTRA1 inhibitor	TCR CD3 inh	UHRF1 binding	NPR1 activator	SIAE primary	PRMT1 FP inh
1	Cc1ccc(C(=O)N2CCN(c3ccccn3)CC2)cc1C	-1	0	-2	-4	3	10	0	-2	-2	3
2	COc1cc(C(=O)N2CCN(C(=O)Cc3ccccc3)CC2)cc(OC)c1OC	1	2	-7	-1	2	10	1	2	-8	0
3	COc1ccc(NS(=O)(=O)c2cc(N=Nc3c(O)[nH]c(=O)[nH]c3=O)ccc2OC)cc1Br	18	-1	23	-7	4	7	-2	-1	-4	-2
4	CCOC(=O)c1cc(C)sc1NC(=O)CSc1nnnn1C	-5	-2	-1	-1	-3	-6	5	0	-2	-1
5	CC12CC3CC(C)(C1)CC(C(=O)NCc1cccnc1)(C3)C2	5	6	1	2	-3	-7	3	2	-3	1
6	O=C(COC(=O)C1CC(O)CN1S(=O)(=O)c1ccccc1[N+](=O)[O-])c1ccc[nH]1 (stereo unspecified)	2	-1	8	-1	2	5	0	0	-2	-3
7	CC(=O)C1=C(N2CCCCC2)CCC1=O	-4	-2	8	2	6	-2	3	4	-6	3
8	O=C(Nc1ccc(NC(=O)c2cccs2)cc1)c1cccs1	-2	-4	2	5	4	4	-2	1	-2	-4
9	CN(C)S(=O)(=O)c1ccc(N2CCCC2)c(C(=O)NCc2cccc(C(F)(F)F)c2)c1	4	-4	-2	1	8	-3	3	-4	4	2
10	CC(C)NC(=O)N(C)C[C@H]1Oc2cc(C#Cc3ccc(F)cc3)ccc2S(=O)(=O)N([C@H](C)CO)C[C@H]1C	-7	0	5	-1	-18	-6	14	6	2	-6
11	CCCC(=O)Nc1ccc(OCC(O)CNC(C)C)c(C(C)=O)c1 (stereo unspecified)	3	6	0	7	3	6	-1	8	10	-6
12	CCOC(=O)CC(NS(=O)(=O)c1ccc2[nH]cc(C(=O)O)c(=O)c2c1)c1ccc(OCC)c(OC)c1 (stereo unspecified)	13	-1	14	9	1	-3	19	2	0	3
13	COc1ccc(C(=O)Nc2ccc(OC)c([N+](=O)[O-])c2)cc1Br	-12	10	9	-4	-11	6	0	15	-17	0
14	CN(C(=O)COC(=O)c1ccc2c(c1)NC(=O)CS2)C1CCS(=O)(=O)C1 (stereo unspecified)	3	1	0	5	10	8	-2	3	3	2
15	OC(CNCc1ccc(Cl)c(Cl)c1)c1ccccc1 (stereo unspecified)	3	-16	-3	0	-3	-2	-1	-26	1	0
16	COc1ccc(CCN2CC(C(=O)N(C)Cc3ccc4nsnc4c3)CCC2=O)cc1 (stereo unspecified)	-2	-1	-3	-2	-1	2	2	-2	-8	-4
17	CCOc1ccccc1N(CC(=O)NCCc1ccccc1)C(=O)CCC(=O)Nc1ccccn1	-7	-4	-7	-9	-4	2	0	-4	-5	-4
18	CCCc1cc(=O)oc2cc(C)cc(OC(C)C(=O)NCc3ccccn3)c12 (stereo unspecified)	-3	-11	-7	-3	3	-3	-1	-11	0	2
19	CCc1c(C)sc(NC(=O)c2cc(C3CC3)on2)c1C#N	6	3	5	0	-1	2	2	2	-1	5
20	CN1CCCCCC1=Nc1ccc([N+](=O)[O-])cc1	-2	2	-2	5	6	0	-2	1	-2	-7
21	CC(C)C(=O)Nc1cccc(-c2nc3ncccc3o2)c1	-11	-2	1	-9	6	6	-5	-3	-2	-3
22	COc1ccc(CCNC(=O)CSc2nc3cc(Cl)ccc3o2)cc1OC	-14	4	3	6	-1	0	-1	-1	-2	3
23	COc1ccc(N2CCN(C(=O)C(=O)c3cn(CC(=O)N4CCCCCC4)c4ccccc34)CC2)cc1	-5	2	-5	2	2	-6	-4	-2	11	1
24	COC(=O)c1ccc(NS(=O)(=O)c2ccc3[nH]c(=O)oc3c2)cc1	5	3	1	3	1	2	-1	-5	1	3
25	O=C(NCC1CCCO1)C(=O)N/N=C/c1ccc(O)c(Cl)c1 (stereo unspecified)	3	-1	-1	6	1	-8	2	0	8	5
26	Cc1cccc(NC(=O)C2C3C=CC(O3)C2C(=O)O)c1C (stereo unspecified)	7	4	-1	-1	0	9	-2	3	-2	33*
27	Nc1ccc(OCC(O)C[n+]2ccc(CCS(=O)(=O)[O-])cc2)cc1 (stereo unspecified)	7	2	2	2	11	-2	-1	-2	3	1
28	O=C(CSc1nncs1)NNC(=O)c1ccccc1Br	3	3	3	-3	7	5	1	6	8	-6
29	C=CCc1c(C)nc(-c2ccccc2)nc1N/N=C/c1ccncc1	4	-5	-8	4	-4	-3	-1	-11	0	1
30	COC(=O)[C@]12CCCCC=C1N(CCc1ccc(OC)c(OC)c1)C(=O)[C@H](CC(=O)NCc1ccc(C)o1)C2	1	-4	0	-5	.	11	-1	0	3	1

(list continues)
item	mol	ABHD4 inh	NPR2 activator	rCAG binder	MBD2 DNA inh	HTRA1 inhibitor	TCR CD3 inh	UHRF1 binding	NPR1 activator	SIAE primary	PRMT1 FP inh
31	COCCCn1cn[nH]c1=S	2	-1	-1	2	2	-2	0	2	1	1
32	Cc1c(NC(=O)C(C)Sc2ccccc2)c(=O)n(-c2ccccc2)n1C (stereo unspecified)	1	3	-3	5	-2	0	0	3	1	-3
33	O=C(Nc1ccc(Nc2ccncc2)cc1)c1ccc([N+](=O)[O-])cc1	4	-3	8	0	-5	-6	-3	0	12	-2
34	CCOC(=O)[C@]12CCCC=C1N(CCCOC)C(=O)[C@@H]2CC(=O)NCC1CCCCC1	1	4	-1	7	.	.	-2	2	0	4
35	COc1ccc(OC)c(C2/C(=C(\O)c3ccc(OC)c(Cl)c3)C(=O)C(=O)N2CCN(C)C)c1 (stereo unspecified)	-3	0	-6	-6	0	-2	-6	0	4	-1
36	COc1ccc(-n2nc(C(=O)NCC(=O)NCC3COc4ccccc4O3)c3ccccc3c2=O)cc1OC (stereo unspecified)	1	4	2	-1	3	0	3	-1	-6	-3
37	CCOc1ccccc1N1CCN(C(=O)C2=CC=CN3CCS(=O)(=O)N=C23)CC1	6	1	3	-3	3	6	-2	1	5	-1
38	CCCCc1ccc(N/C(N)=N/c2nc(C)cc(C)n2)cc1	6	-7	18	2	.	4	3	-9	-2	0
39	COc1cc(OC)cc(C(=O)NCCS(=O)(=O)N2CCN(Cc3ccccc3)CC2)c1	-4	3	-11	2	-6	-6	2	-3	-8	-3
40	COc1ccc(NC(C)=O)cc1NC(=O)c1c(C)noc1C	-6	2	-1	2	4	-5	3	-1	3	-1
41	O=C1[C@@H]2C(c3cccnc3)=NO[C@@H]2C(=O)N1c1ccc(Cl)cc1Cl	-2	5	12	0	5	14	-1	2	1	-1
42	CCN(CC)C(=O)CNc1nnnn1-c1ccccc1	3	-2	2	2	.	.	-2	0	-9	-5
43	O=C(/C=C/c1ccc(OCCCF)cc1)N1CCN(Cc2ccccc2)CC1	0	-2	-11	-1	-10	3	-1	9	-5	-1
44	O=C(CSCc1cccc(Cl)c1)N/N=C/c1ccc(OCC(=O)N2CCCCC2)cc1	-4	3	-4	-4	-23	5	-5	0	-2	-4
45	CC1(CSc2ccccc2)CC(=O)N1 (stereo unspecified)	-3	-2	1	3	2	0	-2	1	2	-1
46	Cc1cc(-c2ccc(Cl)s2)n[nH]1	-2	2	1	-1	5	2	1	8	5	3
47	CCCCC(=O)N1C(C)CCC1C (stereo unspecified)	1	4	1	5	3	-4	-2	2	-4	-11
48	COc1ccccc1NC(=S)NNC(=O)c1nn(C)c(C)c1Cl	15	6	4	2	0	-7	2	-1	3	-2
49	O=[N+]([O-])c1ccc(Oc2ccc(/C=N/O)cc2)nc1	1	-1	-3	-2	4	8	-1	-3	6	-2
50	O=C(Nc1ccccc1C(=O)N1CCOCC1)C1CCC(=O)N1C1CCCC1 (stereo unspecified)	-3	6	2	-4	7	-2	-1	5	5	-1
51	Cc1ccc(CNC(=O)c2ccc3c(=O)[nH]c4c(C(=O)NCC5CCCO5)sc(=S)n4c3c2)cc1 (stereo unspecified)	33*	-7	61*	-2	10	6	0	-4	10	3
52	O=C(/C=C/c1ccco1)Nc1ccccc1N1CCCC1	9	0	-4	-4	3	4	-3	-2	7	1
53	CCCCN1C2CCCC1CC(NC(=O)c1ccccc1Cl)C2 (stereo unspecified)	0	-1	-2	4	5	7	0	-3	-3	0
54	N/N=C(\Cc1cscn1)c1ccc(O)cc1O	5	-8	7	-6	-7	-1	0	-5	-1	9
55	CC1CC2(C)CC(C)C1(COC(=O)Nc1ccccc1)CO2 (stereo unspecified)	3	3	-5	1	-1	-3	0	-5	-4	3
56	Cc1ccccc1NC(=O)CCS(=O)(=O)c1ccc(Br)cc1	2	-1	-3	4	6	0	3	-2	-5	3
57	COc1cc(OC)cc(C(=O)NCCNC(=O)c2ccccc2)c1	4	-3	1	2	-4	5	1	-4	-3	0
58	Cc1cccc(C)c1NC(=O)c1ccc2c(c1)CCN2S(C)(=O)=O	-2	3	-5	4	-2	2	1	6	3	-1
59	CCOC(=O)c1c(NC(=O)C(=O)N/N=C/c2ccc(OCC)cc2)sc2c1CCCCC2	9	4	1	5	-1	4	-1	4	-8	0
60	O=S(Cc1ccc(Br)cc1)Cc1nnc(SCc2ccc(Cl)cc2)n1-c1ccccc1 (stereo unspecified)	1	-13	-1	-3	-54	-2	-1	-13	-4	-1

The list continues.
item	mol	ABHD4 inh	NPR2 activator	rCAG binder	MBD2 DNA inh	HTRA1 inhibitor	TCR CD3 inh	UHRF1 binding	NPR1 activator	SIAE primary	PRMT1 FP inh
61	O=C(c1cnccn1)N1CCN(C/C=C/c2ccccc2)CC1	-4	-9	0	0	3	4	7	-4	2	-3
62	COc1ccc(N2CC(C(=O)Nc3ccc([N+](=O)[O-])cc3Br)CC2=O)cc1 (stereo unspecified)	5	1	1	6	-6	7	13	2	6	0
63	CCOC(=O)CNC(=O)CSc1nc2sc(C)c(C)c2c(=O)n1C	-1	0	1	3	4	4	0	0	-5	0
64	N#Cc1ccc(N2CCCC2C(=O)O)c([N+](=O)[O-])c1 (stereo unspecified)	-5	0	2	-2	-3	-4	0	3	-1	1
65	Clc1ccc(N=NN2CCOCC2)cc1	5	1	-3	1	-13	0	5	27	-3	2
66	Clc1ccc(CCNc2ncnc3c2nnn3Cc2ccccc2)cc1	-7	5	1	5	-2	-5	5	1	-2	5
67	COC(=O)c1ccccc1NC(=O)CCCn1nc(C)c2c(C)n(-c3ccccc3)nc2c1=O	7	-4	-1	1	-1	6	0	-4	-2	-2
68	Cc1cccc(C)c1NC(=O)CN1C(=O)C(C)Oc2ccccc21 (stereo unspecified)	-5	-4	-1	0	3	1	1	4	-2	7
69	O=C(NCc1ccco1)c1c(F)cccc1Cl	-3	3	3	-1	1	-2	3	0	0	-2
70	O=C(NNS(=O)(=O)c1ccc(F)cc1)c1sccc1-n1cccc1	5	1	2	4	0	-1	-2	-1	1	-2
71	CCn1c2ccccc2c2cc(NC(=O)CN3CCCC3)ccc21	8	-5	6	1	3	-10	-3	-5	4	4
